Pol iota inh – DNA polymerase iota (human) inhibition; Potency, µM (doses to about 115 µM), inactives show top-dose activity, negative = inhibition, actives largely listed as inhibitors; Pol iota fluorescent replication assay, 10 min; 1% of 390,000 active; Q9UNA4; note: potency is the fitted concentration of half-maximal effect
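Pol iota at 10 nM preincubated 15 min with compounds at room temperature; reaction started with fluorescent substrate, 50 nM final. Fluorescence read kinetically at 0 and 10 min; buffer-only wells as negative control.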
APE1 inh – inhibitors of human APE1 endonuclease | 0.35% of 350,000 active | recombinant APE1, TAMRA/BHQ-2 abasic DNA cleavage fluorescence | P27695 | Potency, µM (series often up to 65.8 µM), for inactives: top-dose activity change, negative = inhibition, usual class: inhibitors;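 note: potency is the fitted concentration of half-maximal effect; plate controls were vehicle for no effect and reference inhibitor for full effect; nearly all actives have a fitted effect of over 55% in size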
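APE1 at 0.75 nM final was preincubated with compound 15 min at room temperature, then 50 nM double-stranded THF abasic-site substrate (5'-TAMRA/3'-BHQ-2) was added. Fluorescence (ex 525/em 598 nm) was read kinetically; third-minus-first read gave activity.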
POLH inh – inhibitors of human DNA polymerase eta. Q9Y253. Potency, µM (doses to about 114 µM), for the others: at the top dose activity change, negative = inhibition, most hits filed as inhibitors. 1.2% of 390,000 active. AID 588591. recombinant Pol eta, fluorescent DNA replication assay; note: potency is the fitted concentration of half-maximal effect; % is set by controls: 0 for no effect and ±100 for the full control effect
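Fluorescent replication assay: 50 nM final substrate added after a 15 min room-temperature compound preincubation with 10 nM enzyme. Signal taken at 0 min and again at 10 min.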
BLM helicase inh – Bloom syndrome helicase (human) inhibition; Potency, µM (highest dose often 56.1 µM), for the others: at the top dose activity change, negative = inhibition, most hits filed as inhibitors; 0.2% of 350,000 active; recombinant BLM DNA unwinding, fluorescence dequenching;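 note: potency is the fitted concentration of half-maximal effect; plate controls were vehicle for no effect and no enzyme for full effect; nearly all actives have a fitted effect of over 35% in size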
LDHA block – LDHA (human) enzyme inhibition; activity change, % (values are at about 110 or 230 µM); P00338; 0.15% of 480,000 active; AID 1347041; purified LDHA, NADH/diaphorase-resazurin fluorescence; stronger effect = lower value; in the data active = activity change below about -30%; inconclusive = mostly about -25% to -30%;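 note: plate controls were DMSO wells for no effect and wells without enzyme for full effect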
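Enzyme activity of human lactate dehydrogenase 5 (2 nM; 0.06 mM NADH, 0.2 mM pyruvate, 5 min, RT) is measured via a resazurin/diaphorase fluorescence readout of residual NADH.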
Glioma ERSR ind – ER stress response induction in glioma. Potency, µM, inactives show top-dose activation, usual class: activators. AID 602332. 0.02% of 420,000 active. U87-MG GRP78 promoter luciferase reporter, 16 h; note: potency is the fitted concentration of half-maximal effect; series mostly up to about 76 µM; % of control where 0% means no effect; nearly all actives have a fitted effect of over 35% in size
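Stably transfected U87-MG human glioma cells carrying a GRP78-based luminescent sensor were seeded at 1000 cells/well, pin-dosed with compounds and incubated 16 h. Luciferase reagent was then added, and end-point luminescence was read after 10 min at room temperature.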
Anesthetic bind – candidate novel general anesthetic via apoferritin binding | P02791 | apoferritin/1-aminoanthracene competitive binding, fluorescence | Potency, µM (doses to about 77.5 µM), for inactives: at the top dose activity change, negative = displacement, actives largely listed as inhibitors | 0.074% of 350,000 active | AID 485281; note: potency is the fitted concentration of half-maximal effect; % is set by controls: 0 for no effect and ±100 for the full control effect; nearly all actives have a fitted effect of over 20% in size
Target sequence (P02791 2-175 limits assumed): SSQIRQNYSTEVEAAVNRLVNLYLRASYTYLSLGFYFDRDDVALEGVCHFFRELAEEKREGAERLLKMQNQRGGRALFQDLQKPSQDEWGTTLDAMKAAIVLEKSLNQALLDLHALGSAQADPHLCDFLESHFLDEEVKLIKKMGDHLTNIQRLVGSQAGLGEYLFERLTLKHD
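Horse-spleen apoferritin (10 uM) was mixed with 50% saturated 1-aminoanthracene in PBS, exposed to compounds for 10 min at room temperature, and read for fluorescence (ex 380 nm, em 535 nm). Competitive displacement was fitted with a four-parameter Hill equation.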
Pol beta inh – DNA polymerase beta (human) inhibition; Potency, µM (highest dose often 114 µM), without a hit: at the highest dose activity change, negative = inhibition, most hits filed as inhibitors; P06746; Pol beta primer extension/strand displacement, fluorescence kinetic; 1.3% of 340,000 active; note: potency is the fitted concentration of half-maximal effect; % is set by controls: 0 for no effect and ±100 for the full control effect
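Enzyme-only controls used 10 nM Pol beta; buffer lacking enzyme served as negative control. Compound preincubated 15 min, then 50 nM substrate added; 0 and 10 min reads at room temperature.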
Pol kappa inh – blocks human DNA polymerase kappa activity. Q9UBT6. purified Pol kappa, fluorescent DNA synthesis assay, 10 min. Potency, µM (titrated, usually from 107 µM), without a hit: at the highest dose activity, negative = inhibition, hits mostly inhibitors. 0.53% of 400,000 active; note: potency is the fitted concentration of half-maximal effect; % is set by controls: 0 for no effect and ±100 for the full control effect
Target sequence (Q9UBT6 whole entry, looked up): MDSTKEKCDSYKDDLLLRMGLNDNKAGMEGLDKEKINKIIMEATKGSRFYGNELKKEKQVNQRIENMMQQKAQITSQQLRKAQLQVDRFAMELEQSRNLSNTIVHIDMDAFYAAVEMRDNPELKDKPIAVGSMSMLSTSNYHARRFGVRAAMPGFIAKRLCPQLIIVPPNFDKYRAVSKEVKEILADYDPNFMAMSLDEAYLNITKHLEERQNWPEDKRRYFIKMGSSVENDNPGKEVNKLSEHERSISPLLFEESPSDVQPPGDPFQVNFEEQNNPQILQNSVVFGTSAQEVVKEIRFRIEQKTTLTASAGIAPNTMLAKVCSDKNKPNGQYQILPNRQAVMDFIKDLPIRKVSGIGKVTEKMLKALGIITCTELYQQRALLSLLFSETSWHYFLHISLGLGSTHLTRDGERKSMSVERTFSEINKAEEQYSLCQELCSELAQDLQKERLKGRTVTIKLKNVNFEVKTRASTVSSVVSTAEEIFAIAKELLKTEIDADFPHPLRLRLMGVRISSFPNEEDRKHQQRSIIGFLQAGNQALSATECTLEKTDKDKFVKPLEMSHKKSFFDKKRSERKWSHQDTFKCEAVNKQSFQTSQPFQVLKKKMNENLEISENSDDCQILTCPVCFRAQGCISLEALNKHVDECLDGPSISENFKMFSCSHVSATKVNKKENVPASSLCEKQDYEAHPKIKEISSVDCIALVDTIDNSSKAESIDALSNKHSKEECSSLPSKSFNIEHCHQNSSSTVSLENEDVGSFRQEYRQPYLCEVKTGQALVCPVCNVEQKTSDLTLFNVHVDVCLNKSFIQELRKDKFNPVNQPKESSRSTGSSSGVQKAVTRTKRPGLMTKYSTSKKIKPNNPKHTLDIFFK
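Here, compound and 10 nM enzyme are combined for 15 min at room temperature; adding 50 nM substrate (final) starts DNA synthesis, tracked by fluorescence at 0 and 10 min against buffer-only wells.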
Active calls of the source: *; ? = inconclusive; . = not tested or not shown; & = joins results of further samples; [ ] = dose if it differs, or a comment. Unless noted, calls come from the whole dose curve; as a rule, active = well fitted curve in the direction sought with a large enough effect; inconclusive = small, poorly fitted or top-dose-only effect, or another doubt; inactive = no such curve, though single readings can be large; an effect the other way counts as inactive or inconclusive. Some of the compounds tested, so the mix of outcomes need not match the whole.

cpd | structure | Pol iota inh | APE1 inh | POLH inh | BLM helicase inh | LDHA block
1 | Cn1c(N=Cc2ccc([N+](=O)[O-])cc2)c(N)c(=O)n(C)c1=O | -12.4% | . | 2.4% | . | 5.6
2 | CN(C)C/C=C/C(=O)Nc1cccc(-c2c[nH]c3ncnc(Oc4ccc(NC(=O)CC(=O)Nc5ccc(F)cc5)cc4F)c23)c1 | ? | -1.9% | -8.0% | . | -3.5
3 | COc1ccc(CC(=O)NNC(=O)c2cccs2)cc1 | 21.6% | 7.0% | 2.0% | 6.2% | -2.7
4 | CCCOC(=O)c1ccc(Nc2cc(C)nc3ncnn23)cc1 | 16.1% | 0.9% | -2.6% | 1.3% | -1.2
5 | S=c1[nH]nc(-c2cccc3ccccc23)n1-c1cccnc1 | 20.7% | 1.4% | -1.7% | -1.7% | -2.1
6 | COC(=O)c1ccc(CSc2nc3cc(Cl)ccc3s2)o1 | 0.3% | -5.9% | -19.6% | -10.8% | -3.8
7 | C=CCOc1ccccc1CNCCCN1CCOCC1 | -15.3% | -1.4% | -11.1% | 1.8% | -10.1
8 | Cc1ccc(-c2nc(CS(=O)CC(=O)NCc3ccccn3)c(C)o2)cc1 (stereo not given) | 26.3% | -2.8% | -13.7% | 4.1% | 2.8
9 | Cn1c(=O)n(C)c2cc(NC(=O)C(F)(F)F)ccc21 | 20.2% | 9.7% | -6.9% | -9.9% | 14.8
10 | Cc1cccc(C(=O)Nc2onc(C)c2C#N)c1 | 11.5% | -0.3% | -4.4% | 2.1% | -16.0
11 | C[C@H]1CN([C@@H](C)CO)C(=O)Cc2cc(NC(=O)CCC(F)(F)F)ccc2O[C@H]1CN(C)S(=O)(=O)c1ccc(F)cc1 | 43.2%[activator] | -1.6% | -23.3% | . | -0.2
12 | O=C(C1CC(=O)N(C2CCCCC2)C1)N1CCN(c2ccccc2)CC1 (stereo not given) | 7.4% | 2.1% | -3.7% | -1.9% | -8.4
13 | CN(C)c1ccc(-c2nn3c(-c4ccc(Cl)cc4)nnc3s2)cc1 | 12.1% | 17.2% | -7.3% | -6.7% | -2.6
14 | COc1ccc(Cn2c(CCC(=O)NCCC(C)C)nc3ncccc3c2=O)cc1 | 27.0% | 19.8% | -6.3% | -3.0% | -0.8
15 | Cc1ccc(S(=O)(=O)N(CC(=O)N/N=C/c2cccc(Cl)c2)c2cccc3cccnc23)cc1 | 15.0% | -6.2% | ? | -12.5% | -1.4

cpd | Glioma ERSR ind | Anesthetic bind | Pol beta inh | Pol kappa inh
1 | -1.2% | . | . | -15.7%
2 | -4.4% | . | . | -5.7%
3 | -1.1% | -0.5% | 0.6% | -9.7%
4 | -6.1% | -14.9% | 88.6% | -1.8%
5 | -3.4% | 9.0% | -2.1% | -14.1%
6 | -3.9% | -19.0% | 14.4% | -3.3%
7 | -0.7% | -17.7% | 0.3% | -0.4%
8 | -3.3% | -1.8% | 20.2% | -0.2%
9 | -2.1% | -6.3% | 19.7% | -14.6%
10 | 8.6% | -3.0% | 2.6% | -2.9%
11 | -3.1% | . | . | -15.8%
12 | -6.0% | -10.6% | 1.7% | -22.1%
13 | -3.1% | -9.2% | 28.1% | -11.1%
14 | -0.7% | -0.2% | 2.1% | -3.4%
15 | -4.4% | -10.2% | ? | -7.2%

Next section
cpd | structure | Pol iota inh | APE1 inh | POLH inh | BLM helicase inh | LDHA block
16 | CC1CCN(S(=O)(=O)c2cc(C(=O)N3CCN(c4ccccc4F)CC3)n(C)c2)CC1 | 7.1% | . | -8.8% | -0.6% | 3.9
17 | COc1ccc([C@H]2C=C(C(=O)O)O[C@@H](OCCCCO)C2)cc1 | -7.3% | 0.5% | 0.7% | -1.2% | -1.4
18 | CCCCNc1ccc(C(CC(N)=O)NC(=O)Cc2ccc(Br)cc2)cc1[N+](=O)[O-] (stereo not given) | -24.0% | 8.8% | -9.6% | -1.6% | -0.1
19 | Cc1ccc(NC(=O)CN(C)C(=O)c2ccccc2Sc2ccccc2C#N)cc1 | 29.4% | -11.9% | -19.7% | . | -3.6
20 | Cc1cc(C)c(C#N)c(N2CCN(c3ccc(F)cc3)CC2)n1 | 4.2% | 17.3% | -15.3% | -5.8% | -0.7
21 | O=C(Nc1ccccc1Sc1ccccc1)c1cnn2c1NC(=C1CC1)C=C2C(F)F | -29.5% | . | . | . | -2.9
22 | O=C(CSc1nc2ccncc2[nH]1)Nc1ccccc1C(F)(F)F | 5.9%&14.6% | 5.0% | -19.3%&-0.9% | -4.2%&-3.6% | 2.1&-10.3
23 | COc1cccc(NC(=S)N2CCC(Cc3ccccc3)CC2)c1 | 4.1% | -1.8% | -0.4% | -8.1% | -2.1
24 | COc1ccc(Cl)c2sc(N3CCN(C(=O)c4ccco4)CC3)nc12 | -2.7% | 16.9% | -13.3% | . | -6.3
25 | CN(C)c1ncc(S(=O)(=O)c2ccc(Cl)cc2)c(-c2ccccc2)n1 | 12.1% | -6.7% | -14.0% | -9.6% | -1.6
26 | COC(=O)c1ccccc1NC(=O)CSc1cc(-c2ccccc2)nc(C)n1 | 15.3% | . | -11.8% | -2.7% | 4.1
27 | Cc1ccc(Cl)cc1N1CCN(C(=O)c2cn(C)c(=O)c3c2c2ccccc2n3C)CC1 | -18.4%[58.9 µM] | -3.6% | -7.6% | -1.0% | -10.8
28 | CC1(c2ccc3ccccc3c2)NC(=O)N(CC(=O)N2CCN(Cc3ccccc3)CC2)C1=O (stereo not given) | 12.2% | 45.0% | -6.4% | . | -2.7
29 | O=C(Nc1ccccc1)N1CC2(CCN(C(=O)c3ccncc3)CC2)C1 | . | 2.3% | . | 4.6% | .
30 | O=C(COC(=O)CCCSc1nc2ccccc2[nH]1)Nc1ccc(Oc2ccccc2)cc1 | 1.9% | -1.9% | -17.7% | -4.6% | -7.0

cpd | Glioma ERSR ind | Anesthetic bind | Pol beta inh | Pol kappa inh
16 | -1.0% | -3.4% | ? | -5.9%[60.1 µM]
17 | -4.1% | 4.0% | 3.7% | -3.1%
18 | -5.1% | -5.1% | 0.4% | 5.4%
19 | -3.1% | . | . | 7.9%
20 | -3.4% | -4.0% | -1.4% | -17.4%
21 | -4.8% | . | . | -9.1%
22 | 0.7%&-2.2% | -14.1% | 60.0% | -1.4%&-16.4%
23 | -2.0% | -10.1% | -4.1% | 6.6%
24 | -4.3% | . | . | -12.5%
25 | -1.3% | -4.0% | ? | -3.3%
26 | -0.8% | ? | 9.9% | 7.3%
27 | -5.3% | -1.0% | -1.2% | -4.4%
28 | -3.6% | . | . | 0.0%
29 | -3.7% | . | . | 0.5%[60.1 µM]
30 | 3.2% | -8.7% | -9.6%[57.1 µM] | -13.2%

Next section:
cpd | structure | Pol iota inh | APE1 inh | POLH inh | BLM helicase inh | LDHA block
31 | COc1cc(/C=C(/C#N)c2ccccc2F)ccc1OCc1ccccc1 | 7.7% | -2.1% | ? | -12.7% | -1.5
32 | Cc1ccc(-c2ccc(=O)n(CC(=O)NCc3ccc(F)cc3)n2)cc1 | 37.5%&-22.2%[activator] | 16.8% | -21.7%&-16.9% | 0.0%&-7.7% | -12.2&10.4
33 | OCC(O)C1OC(Oc2ccccc2)C(O)C(O)C1O (stereo not given) | -1.9% | . | -6.3% | . | -3.0
34 | COc1ccc(OCC(=O)OC(C)CN2CCOCC2)cc1 (stereo not given) | 2.3% | -0.1% | -13.1% | 3.1% | -7.0
35 | COc1ccc(CNC(=O)CN(C(=O)c2csnn2)c2ccccc2F)cc1 | 12.8% | 50.1%[activator] | -6.1% | -0.3% | -13.4
36 | CCOC(=O)C1=C(CNCCc2ccc(Cl)cc2)NC(=O)NC1c1cccc([N+](=O)[O-])c1 (stereo not given) | 6.3% | -5.3% | -14.8% | -8.8% | 2.2
37 | CCOc1ccc(-n2c(=S)sc3c(=O)n(-c4ccc(F)cc4)c(SCC(=O)O)nc32)cc1 | 3.8% | -0.8% | -13.2% | -5.3% | -3.0
38 | CC1CCCC(C)N1/N=C/c1cccc([N+](=O)[O-])c1 (stereo not given) | 161.1%[activator] | 19.1% | -16.4% | -4.0% | -1.2
39 | Cc1cc(NC(=O)c2cc(-c3ccncc3)nc3c(C)cccc23)no1 | ? | -2.2% | ? | -12.7% | -9.2&0.4
40 | CCOc1ccc(NC(=O)COc2ccc(S(=O)(=O)N3CCOCC3)cc2)cc1 | ? | -17.4% | -24.0% | . | -1.5
41 | CCCCN1C(=O)C(NC(=O)c2cccnc2)(C(F)(F)F)C2=C1CC(C)(C)CC2=O (stereo not given) | 16.1% | 5.7% | -12.0% | -0.2% | -2.4

cpd | Glioma ERSR ind | Anesthetic bind | Pol beta inh | Pol kappa inh
31 | -3.3% | -1.2% | -1.6%[57.1 µM] | -2.4%
32 | -2.2%&-2.8% | 8.91µM* | 23.4%&-6.3% | -6.4%
33 | -1.8% | . | . | -18.5%
34 | -5.1% | 1.5% | -19.5% | -4.7%
35 | 1.1% | -10.9% | 41.0% | -7.4%
36 | -0.3% | ? | -26.8% | 0.2%
37 | -2.6% | -8.1% | 11.5% | 4.9%
38 | 0.5% | ? | 11.8% | -11.4%
39 | ? | -23.2% | ? | -35.6%
40 | -2.4% | . | . | ?
41 | -2.6% | -13.9% | 18.5% | -1.1%

Reformatted screen by screen: part of the list above.
39: Cc1cc(NC(=O)c2cc(-c3ccncc3)nc3c(C)cccc23)no1
40: CCOc1ccc(NC(=O)COc2ccc(S(=O)(=O)N3CCOCC3)cc2)cc1
41: CCCCN1C(=O)C(NC(=O)c2cccnc2)(C(F)(F)F)C2=C1CC(C)(C)CC2=O (stereo not given)
assay / entry | 39 | 40 | 41
Pol iota inh | ? | ? | 16.1%
APE1 inh | -2.2% | -17.4% | 5.7%
POLH inh | ? | -24.0% | -12.0%
BLM helicase inh | -12.7% | . | -0.2%
LDHA block | -9.2&0.4 | -1.5 | -2.4
Glioma ERSR ind | ? | -2.4% | -2.6%
Anesthetic bind | -23.2% | . | -13.9%
Pol beta inh | ? | . | 18.5%
Pol kappa inh | -35.6% | ? | -1.1%

High-throughput results: PubChem, National Center for Advancing Translational Sciences (NCATS)
